Avidin fluor: avidin bead compound fluorescence profile; Avidin beads, compound fluorescence 488/530 nm, flow cytometry; stronger effect = higher value; fluorescence (KMESF) at 10 µM; 220,000 tested, 0.38% active; AID 1775; in the data active means fluorescence above about 47; further: inactives centre near 10
Mcl1 Noxa PPI: disrupts binding of human Mcl-1 to Noxa peptide; inhibition, % at 21.7 µM; TR-FRET Mcl-1/Noxa peptide binding, 2 h; 220,000 tested, 1.5% active; AID 1022;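 active means compounds that cut the protein-peptide binding signal by more than 50% relative to plate controls in a single-dose test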;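 further: His-tagged Mcl-1 with rhodamine Noxa BH3 peptide and terbium anti-His antibody; 0% = Mcl-1 plus Noxa peptide wells and 100% = peptide-only wells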
Target sequence (Q07820 whole entry, looked up): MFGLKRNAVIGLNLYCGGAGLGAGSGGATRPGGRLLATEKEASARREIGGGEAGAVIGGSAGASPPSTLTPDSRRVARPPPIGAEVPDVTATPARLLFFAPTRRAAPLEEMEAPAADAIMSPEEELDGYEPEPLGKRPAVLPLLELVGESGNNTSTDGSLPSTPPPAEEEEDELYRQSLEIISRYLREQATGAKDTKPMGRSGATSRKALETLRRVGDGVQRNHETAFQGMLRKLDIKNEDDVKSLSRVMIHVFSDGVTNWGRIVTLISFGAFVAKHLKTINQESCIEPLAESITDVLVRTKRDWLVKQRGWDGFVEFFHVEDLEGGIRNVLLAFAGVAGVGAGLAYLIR
HRas wt GTP: changes GTP binding to wildtype human HRas; P01112; GST-Ras wt beads, Bodipy-FL-GTP binding, flow cytometry; actives lie on both sides; GTP binding activity, % at 10 µM; 190,000 tested, 0.14% active; AID 759;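 active means GTP binding activity at least 20% away from the 100% baseline, either lowered as inhibitor or raised as activator; inconclusive means flagged as likely green fluorescent, judged across all proteins in the well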;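 further: 0% = unlabeled GTP competition control and 100% = no-compound control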
Target sequence (P01112 whole entry, looked up): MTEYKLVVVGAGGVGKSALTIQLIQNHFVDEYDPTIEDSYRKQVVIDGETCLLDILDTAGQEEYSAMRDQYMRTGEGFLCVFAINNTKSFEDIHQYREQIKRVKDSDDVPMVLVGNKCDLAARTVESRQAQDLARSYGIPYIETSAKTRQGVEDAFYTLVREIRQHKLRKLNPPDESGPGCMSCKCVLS
Rac1 mut GTP: alters GTP binding to activated mutant human Rac1; P63000; GST-Rac1 activated beads, fluorescent GTP binding, flow cytometry; actives lie on both sides; 100% means binding = to untreated wells; percent activity (GTP binding), % at 10 µM; 190,000 tested, 0.11% active; AID 764;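 active means GTP binding at least 20 percentage points away from the 100% baseline, in either direction, so actives lie on both sides; inconclusive means Compound likely fluorescent itself, or too few beads counted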
Mcl1 Bid PPI: Mcl-1/Bid interaction inhibition; Q07820; TR-FRET Mcl-1/Bid-Dy647 peptide binding, 1536-well; inhibition, % at 21.7 µM; AID 1021; 220,000 tested, 0.97% active;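 active means compounds that cut the binding signal by more than half at the single screening dose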;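 further: His-tagged Mcl-1 with europium anti-His antibody binding Bid BH3 peptide; 0% = Mcl-1 plus peptide wells and 100% = peptide-only wells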
Rab7 wt GTP bind: dog Rab7 wildtype GTP binding, inhibitors and activators. 190,000 tested, 0.055% active. GST-Rab7 beads, fluorescent GTP binding, flow cytometry; actives lie on both sides; untreated = 100%, excess cold GTP = 0%. GTP binding activity (percent of control), % at 10 µM;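 active means fluorescent GTP binding to Rab7 beads changed by at least 20 points from the 100% baseline, either direction, mostly lower; inconclusive means compound itself probably fluorescent, or too few beads counted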;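 further: median green fluorescence of bound Bodipy-FL-GTP per Rab7 bead population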
Rab2A wt mod: changes GTP binding to wildtype dog Rab2A, up or down | P61105 | GST-Rab2 wt beads, Bodipy-GTP binding, flow cytometry | GTP binding activity, % at 10 µM | 190,000 tested, 0.19% active | AID 760;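 active means GTP binding activity at least 20 points away from 100%, either lowered or raised; inconclusive means signal likely due to the compound's own green fluorescence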;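 further: 0% = beads with excess unlabeled GTP and 100% = no-compound control corrected for plate trend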
Rac1 wt modul: alters GTP binding to wildtype human Rac1; 190,000 tested, 0.27% active; GST-Rac1 beads, fluorescent GTP binding, flow cytometry; actives lie on both sides; 0 = cold GTP competed, 100 = untreated; GTP binding activity (% of control), % at 10 µM; AID 757; P63000;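 active means GTP binding activity at least 20 points away from the 100% control level, either lower or higher; inconclusive means compound flagged as likely green fluorescent, judged across all proteins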
Pf gametocyte: inhibitors of late stage P. falciparum gametocyte viability; P. falciparum stage V gametocytes, ATP luminescence, 24 h; inhibition, % at 10.9 µM; 150,000 tested, 0.065% active;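 active means inhibition above the mean plus 3 SD of compounds within the control limits, set per campaign, cut at about 38% in these data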;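 further: 0% = DMSO wells and 100% = medium only without gametocytes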
Cdc42 wt: modulators (inhibitors or activators) of GTP binding to human Cdc42 wildtype; GST-Cdc42 beads, Bodipy-GTP binding, flow cytometry; actives lie on both sides; percent activity (GTP binding), % at 10 µM; 190,000 tested, 0.2% active; AID 761;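 active means percent activity GTP binding at least 20 points away from the 100% baseline, either down as inhibitor or up as activator; inconclusive means compound flagged as likely green fluorescent from well-wide comparison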;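 further: median bead fluorescence of bound Bodipy-FL-GTP at 100 nM; 0% = excess unlabeled GTP control and 100% = no compound control; below 100% means less GTP binding so inhibitor and above means activator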
Target sequence (P60953 whole entry, looked up): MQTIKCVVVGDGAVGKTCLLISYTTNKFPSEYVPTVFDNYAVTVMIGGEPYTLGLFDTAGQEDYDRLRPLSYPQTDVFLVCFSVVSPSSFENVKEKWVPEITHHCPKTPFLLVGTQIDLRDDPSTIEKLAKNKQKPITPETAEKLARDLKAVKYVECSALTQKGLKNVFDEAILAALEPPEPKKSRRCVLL
GSH bead fluor: GSH bead compound fluorescence profile. fluorescence (KMESF) at 10 µM. AID 1776. GSH beads flow cytometry, compound fluorescence 488/530 nm; stronger effect = higher value. 190,000 tested, 0.25% active; in the data active means fluorescence above about 89;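 further: glutathione beads carrying GST-tagged Bcl family fusion proteins plus one bare bead set; values are compound well signal with DMSO vehicle wells as background; inactives centre near 16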
Numbers without * were called inactive; ? = inconclusive; / = no result given.

SMILES	Avidin fluor	Mcl1 Noxa PPI	HRas wt GTP	Rac1 mut GTP	Mcl1 Bid PPI	Rab7 wt GTP bind	Rab2A wt mod	Rac1 wt modul	Pf gametocyte	Cdc42 wt	GSH bead fluor
Cc1nc(SCc2ccccc2C)n[nH]1	9	13.6	98.0	97.0	6.7	95.0	98.0	99.0	-13.3	103.0	48
CN(C)n1cnc2ccsc2c1=O	6	5.5	97.0	92.0	-9.3	97.0	96.0	98.0	-14.0	99.0	12
CN(C)/C(=N\OC(=O)c1ccccc1)c1nonc1N	8	5.1	100.0	101.0	-0.7	97.0	100.0	103.0	/	99.0	10
O=C(CN1CCN(Cc2ccc(Cl)cc2)C1=O)NCCCN1CCOCC1	-1	6.4	102.0	99.0	-6.2	104.0	102.0	102.0	/	101.0	19
COc1ccc(Cl)cc1S(=O)(=O)n1nnc2ccccc21	5	21.9	101.0	99.0	-5.5	102.0	100.0	105.0	7.4	103.0	28
COCCNC(=O)CCCn1c(=O)c2ccccc2n(CC(=O)NCCC2=CCCCC2)c1=O	5	5.5	98.0	98.0	-17.5	98.0	99.0	101.0	-4.8	102.0	32
O=C(CSC1=Nc2ccccc2C2=NC(Cc3c[nH]c4ccccc34)C(=O)N12)NC1CCCCC1 (stereo not given)	4	11.1	99.0	99.0	-20.6	102.0	100.0	99.0	0.0	99.0	17
COC(=O)NCC(c1cccnc1)N1CCN(c2ccccc2OC)CC1 (stereo not given)	22	1.9	101.0	99.0	-9.1	97.0	101.0	110.0	/	104.0	10
COc1ccc(-c2c3c(cc(C)[n+]2[O-])oc2ccc(OC)cc23)cc1	3	6.3	103.0	100.0	-48.5	98.0	101.0	103.0	/	101.0	12
Cc1ccc(-c2nnc(-c3cccc(Br)c3)o2)cc1	7	-24.1	99.0	98.0	18.4	96.0	100.0	103.0	/	97.0	32
Cc1nc2c(C(=O)NCc3ccco3)cnn2c(C)c1Cc1ccc(F)cc1Cl	39	4.3	98.0	95.0	-0.9	95.0	95.0	94.0	/	97.0	12
O=C(NNc1cccc(Cl)n1)C(F)(F)F	11	6.4	98.0	98.0	-38.7	89.0	98.0	97.0	2.3	97.0	16
O=C(CCS(=O)(=O)c1ccc(Cl)cc1)NCCc1c[nH]c2ccccc12	9	16.1	97.0	94.0	-34.7	105.0	98.0	93.0	-0.1	95.0	15
Cc1ccccc1CN(c1ccc(C(N)=O)cc1)S(C)(=O)=O	6	-4.0	100.0	101.0	7.6	100.0	101.0	102.0	-9.0	101.0	28
Cc1nc(-c2cccc(S(=O)(=O)N3CCOCC3)c2)cs1	21	-2.9	97.0	97.0	3.6	97.0	97.0	100.0	/	97.0	25
Cc1c(Cl)c(-c2n[nH]c(=S)n2-c2ccccc2)nn1C	17	19.0	95.0	94.0	-25.8	94.0	95.0	99.0	2.7	93.0	14
O=c1c2ccccc2nc2n1CCC2	10	40.8	98.0	96.0	96.0*	97.0	98.0	100.0	/	99.0	34
O=C(c1ccco1)N(Cc1nc2ccccc2c(=O)[nH]1)C1CCCC1	13	6.0	99.0	96.0	-12.7	96.0	95.0	98.0	5.5	98.0	10
O=c1c2sccc2n(Cc2cccc(F)c2)c(=O)n1-c1ccc(F)cc1	3	-11.3	103.0	104.0	-10.3	102.0	103.0	105.0	13.0	106.0	6
O=C(NC(=S)Nc1ccc(Br)cn1)c1cncc(Br)c1	/	8.4	100.0	97.0	-24.2	96.0	96.0	97.0	3.0	99.0	8
CC/S(CC1CC1(Cl)Cl)=N\S(=O)(=O)c1ccc(C)cc1 (stereo not given)	8	-11.8	100.0	101.0	-5.0	99.0	99.0	106.0	/	100.0	40
CCCN(CCC)CCCNC(=O)CNC(=O)c1nn(-c2ccc(OC)cc2)c(=O)c2ccccc12	12	-0.5	96.0	97.0	-8.1	95.0	98.0	99.0	-0.7	96.0	9
O/N=C(\c1ccc2c(c1)OCCO2)C1CCCCC1	4	1.0	98.0	96.0	-2.9	96.0	98.0	99.0	4.4	101.0	61
O=C(NNC(=S)NCc1ccco1)c1ccc(Cl)s1	18	-26.7	98.0	100.0	-25.8	104.0	100.0	94.0	/	94.0	24
O=C(NCCCN1CCN(CCCNC(=O)c2ccc3c(c2)OCO3)CC1)c1ccc2c(c1)OCO2	12	15.4	98.0	96.0	-13.0	98.0	96.0	102.0	-18.7	99.0	46
CCOC(=O)c1cnn2c(C)cc(-c3ccc(F)cc3)nc12	6	14.2	101.0	99.0	-0.6	103.0	100.0	102.0	0.6	102.0	18
COc1cnn(-c2ccc(Br)cc2)c(=O)c1SCc1ccccc1	8	76.0*	?	?	-29.3	?	?	?	-30.8	?	15
Cc1nn(Cc2ccc(C(=O)Nc3nccs3)cc2)c(C)c1Cl	3	7.7	94.0	93.0	2.5	95.0	94.0	94.0	5.8	93.0	41
COc1c(Cl)ccc(Cl)c1C(=O)NCc1ccco1	23	-13.4	94.0	96.0	-13.8	96.0	94.0	97.0	3.8	97.0	9
COc1ccc(NC(=O)COc2ccc(-c3nn(C)c(=O)c4ccccc34)cc2)cc1	10	-123.6	99.0	93.0	-15.2	103.0	97.0	98.0	4.2	97.0	27
CC(C)n1c(SCC(=O)NCc2ccco2)nc2c1c(=O)n(C)c(=O)n2C	6	-12.5	99.0	96.0	-54.0	96.0	98.0	98.0	/	99.0	55
Cn1c(CN2CCCCC2)nc2cc(NC(=O)c3cccs3)ccc21	9	11.6	100.0	98.0	-14.3	100.0	100.0	100.0	/	101.0	29
Cc1cc(C)c2c(NC(N)=S)n[nH]c2n1	22	-19.9	99.0	95.0	-29.6	106.0	95.0	97.0	6.4	93.0	8
COc1cccc2cc(C(=O)N3CCCCC3C)c(=O)oc12 (stereo not given)	5	-7.3	100.0	100.0	2.4	98.0	98.0	103.0	/	99.0	120*
CCCCc1c(C)nc(N)[nH]c1=O	12	10.6	101.0	100.0	-6.9	105.0	100.0	101.0	/	100.0	13
O=c1n(CCCN2CCN(c3cccc(Cl)c3)CC2)nc2ccccn12	10	17.3	99.0	98.0	17.2	97.0	99.0	98.0	/	97.0	21
Cc1noc(C)c1C(=O)OCC(=O)NCCC1=CCCCC1	9	11.4	101.0	97.0	-32.6	102.0	101.0	102.0	/	100.0	32
C/C(=N\OC(=O)c1cccc(C)c1)c1sc(-c2ccccc2)nc1C	12	-1.7	99.0	100.0	4.1	99.0	99.0	109.0	-2.8	100.0	36
CC(C)C(=O)Nc1nnc(SCC(=O)Nc2ccc3c(c2)OCO3)s1	7	8.1	100.0	99.0	-17.3	97.0	97.0	100.0	/	102.0	19
Cc1cc(C)c(OCCCCNCc2ccccc2)c(Cl)c1	6	5.8	105.0	103.0	12.7	107.0	107.0	115.0	8.9	106.0	14
CC1(C(=O)NCc2ccc(Cl)c(Cl)c2)Oc2cccnc2NC1=O (stereo not given)	11	2.2	98.0	97.0	-6.5	95.0	98.0	100.0	-5.4	99.0	13
O=C(CSc1nnc(COc2cccc3cccnc23)o1)N1CCc2ccccc21	8	-5.2	101.0	102.0	84.0*	99.0	100.0	106.0	/	105.0	3
O=C(C(=O)N1CCN(c2ccccc2)CC1)c1c[nH]c2ccccc12	10	-8.5	95.0	95.0	-36.1	92.0	93.0	90.0	9.2	106.0	19
Cc1cccc(C)c1OC(=O)C(c1ccccc1)c1ccccc1	4	-13.2	101.0	100.0	-4.7	102.0	99.0	104.0	-6.3	100.0	12
O=C(Cc1ccccc1)N/N=C/c1ccc(-c2ccc([N+](=O)[O-])cc2)o1	14	38.7	98.0	99.0	23.8	97.0	98.0	98.0	6.8	102.0	11
Cc1nc(Nc2ccccc2C(F)(F)F)sc1C(=O)N(C)C	11	0.5	98.0	96.0	-0.7	97.0	96.0	98.0	/	95.0	12
COCCN(Cc1cc2cc(C)ccc2nc1Cl)C(=O)Nc1ccccc1C	22	-8.9	103.0	105.0	1.4	100.0	103.0	106.0	-12.6	104.0	26
CCOc1ccccc1NC(=O)Cn1c(=O)n(-c2ccccc2)c(=O)c2oc3ccccc3c21	25	-11.6	98.0	99.0	12.8	98.0	99.0	103.0	0.3	103.0	10
CS(=O)(=O)N(CC(=O)N/N=C/c1ccco1)c1ccccc1Br	4	0.1	100.0	101.0	-9.8	99.0	98.0	104.0	7.3	102.0	11
Cc1ccc(N2C(=O)CC(N(CCc3ccccc3)C(=S)Nc3ccc(N(C)C)cc3)C2=O)cc1 (stereo not given)	27	-1.5	97.0	98.0	-23.1	98.0	97.0	99.0	/	96.0	14
CCCc1cc(C(=O)NCc2ccccc2)no1	6	6.3	99.0	98.0	-7.4	98.0	97.0	100.0	/	98.0	18
Cn1c(=S)n(/N=C/c2ccc3c(c2)OCO3)c2ccccc21	19	23.4	?	?	-42.0	?	?	?	-13.1	?	61
Fc1cccc(CN2CCN(c3nc4nonc4nc3NC3CC3)CC2)c1	11	-8.4	?	?	-30.9	?	?	?	/	?	17
O=C(Nc1c2c(nn1-c1ccc(F)cc1)CS(=O)(=O)C2)c1ccc(S(=O)(=O)N2CCOCC2)cc1	14	22.3	100.0	98.0	-3.5	105.0	98.0	101.0	17.8	99.0	12
CC(=O)Nc1ccc(C(=O)c2ccccc2)cc1	37	4.6	102.0	100.0	9.5	100.0	100.0	106.0	/	104.0	21
COc1ccccc1C(=O)OCCN1CCOCC1	13	18.3	104.0	101.0	23.8	104.0	100.0	105.0	/	101.0	34
O=C1Nc2cc(C(=O)N3CCOCC3)ccc2SC1N1CCOCC1 (stereo not given)	6	4.1	99.0	98.0	-25.9	99.0	97.0	101.0	/	98.0	14
O=C(NNC1=NCCCCC1)c1ccccc1	12	10.9	104.0	102.0	-75.7	100.0	104.0	102.0	0.5	104.0	25
COc1ccc(OCC(=O)NNC(=O)c2cc3ccccc3o2)cc1	3	6.2	96.0	98.0	-17.1	102.0	95.0	100.0	-0.1	98.0	6
CCCCSC1=C(C#N)C(c2ccccc2C)CC(=O)N1 (stereo not given)	6	-6.2	100.0	99.0	-11.0	99.0	99.0	103.0	/	102.0	14
Cc1c(N(C(=O)Cc2cccs2)C2(C(=O)NC3CCCC3)CCCCC2)c(=O)n(-c2ccccc2)n1C	10	14.1	100.0	96.0	-29.4	95.0	100.0	99.0	12.3	99.0	20
Oc1ccc(C2C(c3ccccc3)=NN=C(c3ccc(Cl)cc3)N2O)c(O)c1 (stereo not given)	1	0.7	102.0	100.0	-51.9	100.0	99.0	105.0	-9.5	104.0	7
